Assay outcomes deposited in PubChem BioAssay by Sanford-Burnham Center for Chemical Genomics.
TAG inh: inhibitors of triacylglycerol accumulation, primary screen, cell-based, uHTS, fluorescence, H9c2; inhibition, % at 12.5 µM; actives 0.66% (n = 230,000); H9c2 cells, Nile Red lipid (TAG) fluorescence; cells loaded with 200 µM oleic acid;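 active = pattern-corrected inhibition of lipid staining of at least 50% with the nuclear-stain viability signal not falling by more than 50%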;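 note: 0% = DMSO wells and 100% = triacsin C control wells; some results filed as inactive read as strong as hits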
TAG inh DAPI viability: also measured in TAG inh; calls as there; DAPI nuclei signal change (viability), lower = more cytotoxic, %;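 whole-well DAPI fluorescence read on a plate reader as a viability signal; minus 50 percent equals half of cells still viable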
Numbers without * were called inactive. Not all compounds are listed; count on the stated rates, not on these rows.

| molecule | TAG inh | TAG inh DAPI viability |
| --- | --- | --- |
| CN(C)S(=O)(=O)c1ccc(Cl)c(NC(=O)COC(=O)/C=C/c2ccco2)c1 | 4 | 0 |
| CCc1ccc2nc(N(CCCN(C)C)C(=O)c3ccc(S(=O)(=O)N4CCCC4)cc3)sc2c1 | -13 | -5 |
| CCO[C@@H]1OC(C(=O)NCc2ccccc2)=C[C@H](c2csc3ccccc23)[C@H]1CCCO | 33 | -11 |
| Cc1nc2c(-c3ccc(F)cc3)c(C)nn2c(C)c1CCC(=O)N1CCN(c2ccc(F)cc2)CC1 | -13 | 4 |
| O=C1CC(Cc2ccccc2)C(=O)N1c1ncccn1 (configuration not stated) | 5 | 5 |
| CC1CCc2sc3ncn4nc(C(=O)NCc5ccco5)nc4c3c2C1 (configuration not stated) | 7 | 3 |
| C[C@H]1CCCCO[C@H](CN(C)C(=O)C2CCCCC2)[C@@H](C)CN([C@@H](C)CO)C(=O)c2cc(NC(=O)NC3CCCCC3)ccc2O1 | 9 | -2 |
| CN1C[C@@H]2[C@@H]3C(=O)N(C)C(=O)[C@@H]3[C@](Cc3ccccc3)(C1=O)N2C(=O)c1ccccc1 | 0 | 2 |
| CCNC(=O)C1(C)CCCN(Cc2ccc(-c3ccccn3)cc2)C1 (configuration not stated) | 3 | 6 |
| O=C1NCC(Nc2ccccc2Cl)C(=O)N1 (configuration not stated) | 1 | 6 |
| Cc1ccc(C(=O)O/N=C/c2c(C)nn(C)c2Cl)cc1 | -10 | 10 |
| O=C(N/N=C\C=C\c1ccco1)c1cc(-c2ccc3ccccc3c2)n[nH]1 | 28 | -11 |
| O=S1(=O)CCOC[C@H](c2ccccc2)N1Cc1ccccc1 | 11 | -9 |
| O=C(CCN1C(=O)C2C3C=CC(C3)C2C1=O)NC1CCCc2ccccc21 (configuration not stated) | 10 | -13 |
| CC1(C)CC(=O)C2=C(C1)OC(c1ccncc1)C(C#N)=C2N (configuration not stated) | 5 | -7 |
| COc1ccc(NC(=O)c2ccc(-c3ccc(-c4noc(C)n4)cc3C)cc2)cc1N1CCN(C)CC1 | 6 | 27 |
| OC(c1ccc(F)c(F)c1)c1nc(-c2cccc(F)c2)cs1 (configuration not stated) | -26 | 6 |
| CCOc1ccc(N2C(=O)S/C(=C\c3cccn3C)C2=O)cc1 | 4 | 9 |
| COc1ccccc1CNC(=O)C1CCC(CNc2c(N3CCC(C)CC3)c(=O)c2=O)CC1 (configuration not stated) | 0 | -5 |
| O=C(NNC(=O)C12CC3CC(CC(C3)C1)C2)c1ccccn1 | 28 | -10 |
| O=C(Nc1cccc(Cl)c1N1CCOCC1)c1ccc(Br)o1 | -3 | 3 |
| Cc1ncc(C[n+]2csc(CCOC(=O)C34CC5CC(CC(C5)C3)C4)c2C)c(N)n1 | -11 | 8 |
| C[C@H](CO)N1C[C@H](C)[C@@H](CN(C)Cc2ccc(Oc3ccccc3)cc2)Oc2c(NC(=O)c3ccncc3)cccc2C1=O | -1 | -13 |
| COc1cc2nc(CN3CCN(S(=O)(=O)c4ccc(Cl)cc4)CC3)[nH]c(=O)c2cc1OC | 12 | -2 |
| COC(=O)[C@H]1C[C@H](C(=O)O)[C@@H](C)C1(C)C | 3 | -26 |

Looked up by compound from the entries so far:
| molecule | TAG inh | TAG inh DAPI viability |
| --- | --- | --- |
| CCO[C@@H]1OC(C(=O)NCc2ccccc2)=C[C@H](c2csc3ccccc23)[C@H]1CCCO | 33 | -11 |
| Cc1ncc(C[n+]2csc(CCOC(=O)C34CC5CC(CC(C5)C3)C4)c2C)c(N)n1 | -11 | 8 |

The list continues:
| molecule | TAG inh | TAG inh DAPI viability |
| --- | --- | --- |
| COc1ccccc1NS(=O)(=O)c1cccc(NS(=O)(=O)c2cc(C(=O)O)ccc2OC)c1 | 3 | 6 |
| O=C(Nc1cc(Cl)ccc1N1CCOCC1)c1ccc(F)c(S(=O)(=O)N2CCOCC2)c1 | 7 | -1 |
| C=CCN1C(=O)/C(=C2/Sc3ccccc3N2CCCS(=O)(=O)O)SC1=S | 8 | -12 |
| Cc1ccc(NC(=O)NCc2ccc3c(c2)OCO3)cc1C | -17 | 11 |
| O=C(CN1C(=O)C2CCCCC2C1=O)Nc1ccccc1N1CCCC1 (configuration not stated) | -3 | -2 |
| O=C1NCN(c2ccccc2)C12CCN(CCCC(c1ccc(F)cc1)c1ccc(F)cc1)CC2 | 19 | -18 |
| CCOc1ccc(C2CC(c3ccc(F)cc3)Nc3nc(N)nn32)cc1 (configuration not stated) | 9 | -11 |
| CC(C)CN1CCN(C(=O)CCc2nnc(Cc3c[nH]c4ccccc34)o2)[C@@H](C)C1=O | 5 | -9 |
| COc1ccc(S(=O)(=O)N2CCOCC2)cc1NC(=O)CC(C)c1ccccc1 (configuration not stated) | 8 | -1 |
| O=S1(=O)CCC(S(=O)(=O)N2CCCCCC2)C1 (configuration not stated) | -6 | -1 |
| COc1ccc(CNC(=O)CN2C(=O)C3C4C=CC(C4)C3C2=O)cc1 (configuration not stated) | 5 | -10 |
| Cc1ccc(C)c(C(=O)OCC(=O)NC(=O)NCc2ccccc2)c1 | -9 | 2 |
| OCc1ccc(-c2ccc3nccn3c2)cc1 | 2 | -5 |
| COc1ccc(C2C(C(=O)NCC3CCCO3)CCC(=O)N2c2ccc3c(c2)OCO3)cc1 (configuration not stated) | 6 | 13 |
| CC(CN1CCCCC1)OC(=O)c1ccccc1Cl (configuration not stated) | 13 | -2 |
| O=C(C1=C[C@@H](c2ccc(Br)cc2)C[C@@H](OCCCCO)O1)N1CCOCC1 | -14 | -6 |
| FC(F)(F)c1cccc(CNC2CCN(Cc3ccccc3)CC2)c1 | -9 | 18 |
| Cc1cccc(Nc2nc(CC(=O)O)cs2)c1 | 11 | 2 |
| O=C(NC(=S)Nc1cccc(-c2ccc(CO)o2)c1)c1cccs1 | 2 | -1 |
| O=C(CCNC(=O)c1ccc(Br)cc1)Nc1ccc(S(=O)(=O)Nc2ncccn2)cc1 | -11 | 4 |
| CC12CCC(C(NC(=S)NN)C1=O)C2(C)C (configuration not stated) | 6 | -2 |
| COc1ccc(-c2noc(CCC(=O)N3CCN(c4ccccc4Br)CC3)n2)cc1 | -7 | 2 |
| O=C(Cc1csc(NC(=O)Nc2cccc(Cl)c2)n1)NCc1cccnc1 | -13 | -4 |
| COC(=O)c1ccc(NC(=O)c2ccc3c(c2)OCO3)cc1 | 4 | 3 |
| COCCN(C(=O)C(C)C)c1nnc(-c2cccc(C)c2)s1 | 14 | -4 |
| Cc1ccc(-n2nc3ccc(NC(=O)c4cccc([N+](=O)[O-])c4C)cc3n2)cc1 | 31 | -7 |
| CCOC(=O)[C@@H]1[C@H]2COc3ccccc3[C@@H]2N2C(=O)N(c3ccc(Cl)cc3)C(=O)[C@]12C | 13 | -4 |
| CNC[C@@H]1OCc2ccccc2-c2c(n(C)c3ccccc23)C(=O)N([C@H](C)CO)C[C@@H]1C | 39 | -6 |
| Cc1ccc(NC2CCCN(C(=O)c3ccc(C)c(N4CCNC4=O)c3)C2)cc1C (configuration not stated) | 7 | 5 |
| O=C(COC(=O)c1ccc2ncsc2c1)Nc1cc(Cl)ccc1F | -6 | 15 |
| CC1CCN(C(=O)COC(=O)c2cccs2)CC1 | -1 | -2 |
| O=C1NC(Cc2c[nH]c3ccccc23)C(=O)N1Cc1ccc(CN2C(=O)NC(Cc3c[nH]c4ccccc34)C2=O)cc1 (configuration not stated) | 37 | -3 |
| COc1cc(/C=C/C(=O)OCC(=O)NCCc2ccc(S(N)(=O)=O)cc2)ccc1OCC#N | -6 | -5 |
| O=C(NN=Cc1ccc([N+](=O)[O-])cc1)C1CC1 | 2 | -5 |
| COC(=O)c1cc(=O)n(Cc2cccs2)c(=Nc2ccccc2)s1 | 4 | 2 |
| Cc1ccc(C#N)c(SCC(=O)Nc2nccs2)n1 | 9 | 25 |
| C/C(=N\NC(=O)c1cc(C)[nH]n1)c1cccs1 | 22 | -2 |
| COc1ccc(CN2CCCC(C(=O)c3cccc(C(F)(F)F)c3)C2)cc1O (configuration not stated) | -7 | 8 |
| O=C(O)CSc1nnc(-c2cccs2)n1-c1ccc(Cl)cc1 | -4 | -3 |
| CCCCN(C(=O)c1ccc(-c2ccc(Cl)cc2)o1)c1c(N)n(CC(C)C)c(=O)[nH]c1=O | 2 | -4 |
| C=CC[C@@H](Cc1ccc(F)cc1)C(=O)OC[C@@H]1CCCN1C(=O)[C@@H](CC=C)CC(=O)N(CCO)Cc1ccccc1 | 26 | -12 |
| CSc1ncccc1C(=O)OCC(=O)N(CC(C)C)c1c(N)n(Cc2ccccc2)c(=O)[nH]c1=O | -5 | -2 |
| COc1ccc(/C=C/C2=NN(Cc3ccccc3)C(=O)CC2)cc1 | -3 | -2 |
| COc1cccc(-c2nnn(C/C(N)=N/O)n2)c1 | -1 | 10 |
| O=C(NC1CCCCC1)c1csnn1 | -10 | 2 |
| O=C(/C=C/c1ccco1)NC(=S)Nc1ccc(Cl)cn1 | -5 | -3 |
| CC1C(=O)N2CCCc3cc(NC(=O)C4CCCCC4)cc1c32 (configuration not stated) | 14 | 1 |
| CC(C)CC(NC(=O)C(CC(C)C)NC(=O)OC(C)(C)C)C(N)=O (configuration not stated) | 10 | -5 |
| CSc1ccccc1NC(=O)c1onc(C)c1Cl | 5 | 9 |
| COc1ccccc1C(c1nnnn1C(C)(C)C)N1CCN(C(=O)c2ccco2)CC1 (configuration not stated) | 8 | -4 |

Individual results from above:
TAG inh DAPI viability result of Cc1ccc(-n2nc3ccc(NC(=O)c4cccc([N+](=O)[O-])c4C)cc3n2)cc1 is entered as -7
TAG inh result of O=S1(=O)CCOC[C@H](c2ccccc2)N1Cc1ccccc1 is entered as 11
TAG inh result of O=C(NC1CCCCC1)c1csnn1 is entered as -10
TAG inh DAPI viability result of CC1(C)CC(=O)C2=C(C1)OC(c1ccncc1)C(C#N)=C2N (configuration not stated) is entered as -7
TAG inh result of COc1ccccc1CNC(=O)C1CCC(CNc2c(N3CCC(C)CC3)c(=O)c2=O)CC1 (configuration not stated) is entered as 0
TAG inh DAPI viability result of O=C(CN1C(=O)C2CCCCC2C1=O)Nc1ccccc1N1CCCC1 (configuration not stated) is entered as -2
TAG inh result of CC(C)CC(NC(=O)C(CC(C)C)NC(=O)OC(C)(C)C)C(N)=O (configuration not stated) is entered as 10

(listing goes on)
Value order: TAG inh, TAG inh DAPI viability
> Cc1ccc(CNC(=S)NC2CCC(C(C)(C)C)CC2)cc1 (configuration not stated)
  7, -1
> O=C(CCc1ccc(S(=O)(=O)N2CCOCC2)cc1)NCCc1ccccn1
  13, -7
> COc1cccc(NC(=O)CN2CCSc3ccccc32)c1
  17, -7
> O=C(CN1CCC(C(=O)c2cccc(Cl)c2)CC1)Nc1ccc(C(=O)O)cc1
  1, -13
> CN(C)CCCN(C(=O)c1ccc(S(=O)(=O)N2CCCC2)cc1)c1nc2ccc(Br)cc2s1
  17, 1
> CCOC(=O)C(C)Oc1cccc2c(=O)n(CC(=O)Nc3ccc(OCC)cc3)ccc12 (configuration not stated)
  3, -2
> Cc1ccc(/C=C/C(=O)N(Cc2cccs2)C2CCS(=O)(=O)C2)cc1 (configuration not stated)
  5, -7
> CC(C)C[C@@H](CSc1ccccc1)N1CCN(CCc2ccccc2)CCC1=O
  -5, -5
> COc1ccc(NC(=O)CSCC(=O)N(C)CC(=O)Nc2cccc3ccccc23)cc1
  0, -1
> C/C(=N\NS(=O)(=O)c1ccc([N+](=O)[O-])cc1)c1c[nH]c2ccccc12
  22, -3
> Cc1cc(=O)n(CCO)c(O)c1C#N
  -2, -1
> COc1ccc(CC(=O)Nc2nn(C)c3nc4c(C)cccc4cc23)cc1
  3, 7
> O=C1CN=C(Nc2ccc(Cl)cc2)N1c1ccccc1
  -1, 12
> Cc1ccccc1NS(=O)(=O)c1ccc(C(=O)N2CCCC(C(F)(F)F)C2)cc1 (configuration not stated)
  -9, -1
> O=C(c1ccc(S(=O)(=O)N2CCCCC2)cc1)c1nnc(-c2ccc(Cl)cc2)o1
  -1, 2
> COC(=O)c1ccc(NC(=O)Cn2nnc(-c3cccs3)n2)cc1
  2, 0
> O=C(O)c1csc(-c2ccc(Cl)cc2)n1
  7, 3
> CCOC(=O)N1CCN(C(=O)CSCc2ccc(Cl)cc2)CC1
  -11, 3
> Cc1ccc(OCC(=O)OCC(=O)N2c3ccccc3CC2C)cc1C (configuration not stated)
  -5, 2
> O=C(OCC(=O)N1CCc2ccccc2C1)c1ccc(OC(F)F)cc1
  -20, 1
> O=C(c1ccc(Cl)cc1)N1CCC(O)(CSc2ccc(Cl)cc2)CC1
  -23, 2
> Cc1ccc(NC(=O)CCSc2nnnn2-c2ccc3c(c2)OCO3)cc1C
  -1, 7
> CCOc1ccc(NS(=O)(=O)c2ccc(C(=O)NCc3ccncc3)cc2)cc1
  -16, 7
> Cc1nc(SC(C)C(=O)c2c(N)n(C)c(=O)n(C)c2=O)c2c(C)c(C)sc2n1 (configuration not stated)
  -2, 5
> CC1CCN(c2ncnc3c2cnn3Cc2ccc(Cl)cc2)CC1
  4, -9
> CNc1nc(C)cc(C)c1S(=O)(=O)c1ccc(C)cc1
  -31, 8
> Cc1ccc(C(=O)NN=CC(=O)c2ccccc2)c(C)c1
  15, -8
> CC(=O)Nc1ccc2c(CSc3nncs3)cc(=O)oc2c1
  5, -1
> N=C(N)SCc1ccccc1Cl
  7, -11
> COc1cc(C2NC(=O)NC(C)=C2C(=O)OCC2CCCCC2)cc(Cl)c1O (configuration not stated)
  -6, 4
> CC(Sc1nncn1C)C(=O)Nc1ccc(S(N)(=O)=O)cc1 (configuration not stated)
  1, -4
> COc1ccc(-[n+]2c(C)cc(/C=C3\Sc4ccccc4N3C)cc2C)cc1
  -112, -8
> O=C(Nc1ccc(C(=O)O)cc1)/C(=C\C=C\c1ccccc1)NC(=O)c1ccccc1Br
  -11, 6
> Cc1ccc(NC(=O)N[C@@H](CC(C)C)C(=O)O)c(C)c1
  2, -7
> Cc1cc(C)n2c(SCC(=O)Nc3ncc(C(F)(F)F)cc3Cl)nnc2n1
  3, -9
